D1 agonist: agonists of human D1 dopamine receptor; P21728; HEK293 T-REx D1 cells, calcium flux, agonist mode; activation, % at 2 µM; hit rate 1% among 360,000; AID 504660; note: 0% is about no effect
Target sequence (P21728 whole entry, looked up): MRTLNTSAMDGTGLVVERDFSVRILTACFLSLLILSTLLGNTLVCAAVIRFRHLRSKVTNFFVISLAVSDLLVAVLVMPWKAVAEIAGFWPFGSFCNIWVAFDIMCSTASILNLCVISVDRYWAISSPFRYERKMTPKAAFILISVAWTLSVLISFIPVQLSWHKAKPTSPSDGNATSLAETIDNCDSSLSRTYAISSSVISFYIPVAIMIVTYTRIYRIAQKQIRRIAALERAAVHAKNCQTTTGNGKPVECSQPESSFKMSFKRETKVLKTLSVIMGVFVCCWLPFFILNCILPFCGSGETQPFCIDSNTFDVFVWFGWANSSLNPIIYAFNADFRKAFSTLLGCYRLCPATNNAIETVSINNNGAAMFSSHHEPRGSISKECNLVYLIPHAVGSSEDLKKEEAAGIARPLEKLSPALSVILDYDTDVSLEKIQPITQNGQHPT
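Agonism was scored from calcium flux recorded over 180 s (1 read/s) after pintool compound addition, following a 10-cycle baseline. Cells were inducible force-coupled HEK293 TREx D1, plated overnight at 30 C and loaded with no-wash calcium dye.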
RXFP1 antag: antagonists of human relaxin receptor RXFP1; Q9HBX9; HEK293-RXFP1, relaxin-stimulated cAMP HTRF, 30 min; stronger effect = lower value; activity change, negative = inhibition, % at 57.5 µM; hit rate 0.59% among 350,000; AID 1259400;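 active = activity change of -60% or lower, but not beyond a set lower limit; inconclusive = change between -60% and -40%, or beyond the set limit; inactive = change above -40%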; note: % is set by controls: 0 for no effect and ±100 for the full control effect
D2 PAM: positive allosteric modulators of human D2 dopamine receptor. P14416. HEK293 T-REx D2, calcium flux, EC20 dopamine potentiation. potentiation, % at 10 µM. hit rate 0.34% among 340,000. AID 485347;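 active = potentiation over 3 SD above the plate norm, cut at about 30% in these data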; note: 0% is about no effect
Target sequence (P14416 whole entry, looked up): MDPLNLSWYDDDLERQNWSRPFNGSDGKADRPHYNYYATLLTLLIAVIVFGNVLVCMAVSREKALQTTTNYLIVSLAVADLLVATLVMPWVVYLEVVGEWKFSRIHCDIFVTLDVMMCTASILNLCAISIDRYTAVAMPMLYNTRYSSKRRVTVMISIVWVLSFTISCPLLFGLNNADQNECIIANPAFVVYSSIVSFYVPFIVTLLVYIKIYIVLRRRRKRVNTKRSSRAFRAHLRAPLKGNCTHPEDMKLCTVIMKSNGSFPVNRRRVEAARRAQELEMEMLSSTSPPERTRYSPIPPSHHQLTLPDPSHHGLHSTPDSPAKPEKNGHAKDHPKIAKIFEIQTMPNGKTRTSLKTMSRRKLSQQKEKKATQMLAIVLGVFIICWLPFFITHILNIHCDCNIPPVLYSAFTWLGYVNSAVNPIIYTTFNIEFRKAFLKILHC
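Tetracycline-induced HEK293 T-REx cells force-coupled to calcium signalling expressed D2; compounds were pin-added after a 10 s baseline, read kinetically 180 s, then an EC20 dopamine challenge followed with a further 180 s calcium read.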
D1 PAM: enhances dopamine response at the human D1 receptor. P21728. HEK293 TREx D1 cells, calcium flux, dopamine EC20 potentiation. potentiation, % at 10 µM. hit rate 0.036% among 360,000. AID 504651; in the data active = potentiation above about 30%; note: 0% is about no effect
TRHR ag: agonists of human TRH receptor; TRHR cells, calcium flux fluo-8, FDSS agonist mode; activation, % at 2 µM; P34981; AID 493084; hit rate 0.18% among 360,000; note: 0% is about no effect
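Read-out: compound-evoked intracellular calcium rise in TRHR cells, fluo-8 dye, kinetic FDSS fluorescence at 1 s/cycle following a 10-cycle baseline. Cells cultured overnight before dye loading (30 min–1.5 h, RT).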
D2 antagonist: antagonizes the human D2 dopamine receptor; hit rate 2% among 340,000; AID 485344; inhibition, % at 10 µM; HEK293 TREx D2 cells, calcium flux, dopamine EC80; in the data active = inhibition above about 30%; note: 0% is about no effect
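In this primary screen, negative modulation is detected by tracking calcium flux after an EC80 dopamine challenge in inducible HEK293 T-REx D2 cells preexposed to test compound for 180 s.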
TRHR PAM: allosteric enhancers of human TRH receptor | P34981 | TRHR cells, fluo-8 calcium fluorescence, EC20 TRH enhancement | enhancement, % at 2 µM | hit rate 0.66% among 360,000 | AID 493056; in the data active = enhancement above about 30%; note: 0% is about no effect
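TRHR-expressing cells loaded with fluo-8 calcium dye were read kinetically (ex 480/em 530) during compound addition, then stimulated with an EC20 of TRH (10 nM final). Enhancement of the Gq-mediated intracellular calcium response was scored.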
D2 ag: agonists of human D2 dopamine receptor; hit rate 0.53% among 340,000; P14416; activation, % at 2 µM; HEK293 T-REx D2 cells, calcium flux agonist mode; AID 485358;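 active = activation over 3 SD above normal in the single-dose calcium agonist read, cut at about 30% in these data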; note: 0% is about no effect
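Agonism is scored from calcium flux in a force-coupled, inducible HEK293 cell line expressing D2, read kinetically for 180 s after compound addition against dopamine controls.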
D1 antagonist: antagonists of human D1 dopamine receptor; P21728; activity change, negative = inhibition, % at 10 µM; hit rate 3.2% among 360,000; HEK293 TREx D1 cells, calcium flux, dopamine EC80; stronger effect = lower value; AID 504652; in the data active = activity change below about -30%; note: % is set by controls: 0 for no effect and ±100 for the full control effect
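Tetracycline-induced HEK293 Trex D1 cells, force-coupled to calcium, dye-loaded; compounds added and read 180 s, then EC80 dopamine added and calcium flux tracked kinetically another 180 s.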
Starred values were filed as active, the others as inactive; ? = inconclusive; . = not tested or not shown. Cut-off read from the data, not from the text of the source, unless noted: active = activation above about 30%; inactive = the rest.

SMILES	D1 agonist	RXFP1 antag	D2 PAM	D1 PAM	TRHR ag	D2 antagonist	TRHR PAM	D2 ag	D1 antagonist
COc1cc(OC)c(C(=O)/C=C/c2ccc(OCc3ccccc3)c(OC)c2)c(OC)c1	10	-6	8	4	1.4	-12	5	0.1	8
COCC(=O)NCCSc1c(C)[nH]c2ccccc12	-1	-4	-8	10	-0.5	2	5	0.5	-5
CCn1c(SCC(=O)Nc2ccccc2)nnc1-c1ccc(S(=O)(=O)N2CCOCC2)cc1	1	4	2	2	-0.1	2	-3	-0.9	-1
CCOC(=O)c1[nH]c2ccc(F)cc2c1NC(=O)c1cc(OC)c(OC)c(OC)c1	2	11	2	0	0.3	7	4	-0.2	-8
O=C(CCC(=O)Nc1ccc(F)cc1)N/N=C/c1ccc(F)cc1	1	4	-4	-4	0.4	-18	7	-1.9	-5
COc1ccc([N+](=O)[O-])cc1NC(=O)c1ccc(CN(c2ccc(C)c(C)c2)S(C)(=O)=O)cc1	1	-7	-6	-11	0.3	-12	-5	1.9	12
COc1ccc(N2CSC3=C(C#N)C(c4cc(OC)ccc4OC)CC(=O)N3C2)c(OC)c1 (configuration not stated)	1	9	9	-3	1.1	-2	4	0.3	-10
CCOc1ccc(CCNC(=O)CCC(=O)Nc2ccc3nc(N4CCN(C)CC4)cc(C)c3c2)cc1OCC	0	16	-5	-1	-0.5	-6	3	-0.3	7
O=C(N/N=C/c1ccccc1OCc1ccccc1)c1cccs1	1	?	-1	7	-0.2	3	-3	-0.2	-4
Cc1cc(C)c(OCCCCN2CCNCC2)c(C)c1	10	-4	-6	-6	1.2	1	3	1.2	7
O=C(COC(=O)CCC(=O)c1ccc(F)cc1)Nc1cccc(S(=O)(=O)N2CCCC2)c1	9	-1	6	-2	0.1	4	-3	-1.6	5
N#CC1=C(O)C(c2ccccc2)n2c1nc(=O)c1ccccc12 (configuration not stated)	6	9	0	-2	0.0	-16	-9	-2.2	-4
CN(C)CCn1c(=N)n(CC(O)c2ccc(Cl)c(Cl)c2)c2ccccc21 (configuration not stated)	3	-29	-8	-9	0.7	-5	-3	1.8	-9
COc1cc2nc(C3CCC3)n(NC(=O)COc3ccccc3)c(=O)c2cc1OC	-1	-4	-4	-3	-0.1	9	5	0.6	2
CC(C)OC(=O)CSc1nnc(CNc2ccc(Cl)cc2)n1Cc1ccccc1	9	-3	-5	-6	0.6	-1	-2	1.5	-12
COc1cccc2c(=O)cc(C)n(CC(=O)Nc3ccccc3C)c12	3	6	14	-4	-0.7	-1	3	-1.7	-11
COc1cc(OC)c2ccc(=O)oc2c1C(CCN1CCN(c2ccccc2)CC1)c1ccc2c(c1)OCO2 (configuration not stated)	2	.	-16	-13	-0.1	94*	0	78*	-84*
CCOCC(=O)N(CC)Cc1ccccc1	0	-25	5	0	0.3	-1	4	-0.2	-2
Cc1ccc(S(=O)(=O)NC2(C(F)(F)F)NC(=O)N(c3ccccc3F)C2=O)cc1 (configuration not stated)	-3	10	-2	4	0.6	-15	4	0.3	6
O=C(CCS(=O)(=O)Cc1ccccc1)N1CCN(Cc2ccccc2)CC1	0	6	3	-6	0.1	-8	4	0.2	-1
N#C/C(=C/c1ccc(N2CCCCC2)o1)c1cccc(F)c1	7	-6	14	-4	2.7	5	-14	0.4	1
COc1cccc(CNC(=O)CSCC(=O)Nc2cc(C)on2)c1	0	7	-2	-6	0.2	5	-1	0.7	-3
COc1ccc(Br)cc1CNC(=O)CCc1nc(-c2ccccc2F)no1	11	-5	-6	-2	0.9	-12	-18	1.0	-16
O=C(CSc1nnc(NC(=O)C2CCC2)s1)NC1CC1	3	-18	.	-3	1.1	-16	1	0.7	-6
C=CCn1c(SCC(=O)NCCC2=CCCCC2)nc2ccc(Cl)cc2c1=O	0	-7	1	-7	0.4	6	-8	-0.1	-11

Random excerpt: 2 records from the list
SMILES	D1 agonist	RXFP1 antag	D2 PAM	D1 PAM	TRHR ag	D2 antagonist	TRHR PAM	D2 ag	D1 antagonist
CC(C)OC(=O)CSc1nnc(CNc2ccc(Cl)cc2)n1Cc1ccccc1	9	-3	-5	-6	0.6	-1	-2	1.5	-12
Cc1ccc(S(=O)(=O)NC2(C(F)(F)F)NC(=O)N(c3ccccc3F)C2=O)cc1 (configuration not stated)	-3	10	-2	4	0.6	-15	4	0.3	6

The results go on:
SMILES	D1 agonist	RXFP1 antag	D2 PAM	D1 PAM	TRHR ag	D2 antagonist	TRHR PAM	D2 ag	D1 antagonist
CCCN(CC(=O)Nc1ccc(C(N)=O)cc1)CC(=O)Nc1ccc(F)c(F)c1F	2	17	-1	2	-0.3	-14	-9	-0.9	-3
Cc1cccc(NC(=O)C2CCN(c3nc(C)cc(C)n3)CC2)c1	0	-15	-8	2	0.3	-8	-7	-0.3	-20
COc1ccc(-n2cc(C(=O)NC(C)c3ccccc3)c3ccccc3c2=O)cc1 (configuration not stated)	7	-1	4	-3	0.0	.	-7	-0.3	21
Cc1ccc(S(=O)(=O)N2CCCN(S(=O)(=O)C3CCS(=O)(=O)C3)CC2)cc1 (configuration not stated)	1	14	2	7	0.8	.	-8	.	-3
CCOc1ccccc1NC(=O)CSc1nnc(-c2cccnc2)o1	0	3	5	5	-0.2	-13	-5	-0.3	0
CCOC(=O)c1ccc(NC(=O)c2ccc3c(c2)C(=O)N(CC2CCCO2)C3=O)cc1 (configuration not stated)	7	-33	-4	-10	0.6	0	4	0.0	-3
CCc1ccc(N2CC(C(=O)Nc3cccc(C(=O)NC4CC4)c3)CC2=O)cc1 (configuration not stated)	3	-17	-1	-5	0.1	-9	-9	-0.4	-9
NS(=O)(=O)c1ccc(CCNC(=O)CNC(=O)c2ccc(Br)o2)cc1	4	1	-25	.	0.2	66*	1	-0.1	8
CN(c1ccc(C(=O)Nc2ccccc2C(=O)N2CCCC2)cc1)S(C)(=O)=O	1	0	9	-7	-0.4	-21	16	-0.5	-31*
CCCCN(C(=O)C(C)Oc1ccc(Br)cc1)c1c(N)n(CC(C)C)c(=O)[nH]c1=O (configuration not stated)	6	0	10	.	0.4	-6	4	-0.2	-3
COCCNC(=O)CSc1nnc2c(Cl)cc(Cl)cn12	3	-2	10	1	0.0	-16	1	0.6	-6
COc1ccc(Cn2nnnc2CN2CCc3ccccc32)cc1	1	-19	-6	2	-1.3	-12	-2	0.1	-2
O=C(OCCCN=C1NS(=O)(=O)c2ccccc21)c1cccs1	6	4	-5	1	1.5	-5	-2	-1.3	9
CC(OC(=O)CSc1ccc([N+](=O)[O-])cc1)C(=O)NCc1ccccc1 (configuration not stated)	19	-36	-16	-15	-0.4	-1	12	0.2	-55*
Cc1cc(O)c(C(=O)/C=C/c2ccc(C(C)C)cc2)c(=O)o1	1	-3	.	-4	0.8	.	5	.	-15
COC(=O)c1cc(Br)c(=O)n(CC(C)C)c1	1	17	29	3	-1.2	-11	31*	-0.5	-1
CC(=O)N[C@@H](CC(=O)N[C@H](CCC(=O)O)C(=O)O)C(=O)O	-1	.	-3	2	-0.4	-13	-3	-1.1	6
COc1ccc(-c2cn(-c3ccc(C)cc3)c(=O)n2CC(=O)Nc2ccc(OC)c(OC)c2)cc1	1	-20	1	18	-0.4	-1	-2	-1.8	3
Cc1cccc(NC(=O)C(C)n2cc([N+](=O)[O-])cn2)n1 (configuration not stated)	6	11	2	-4	0.2	-26	0	-0.7	-25
O=C(CCCn1c(=O)c2ccccc2n(Cc2ccccc2)c1=O)NCc1ccco1	12	10	26	-1	-1.2	2	-6	0.6	3
CCOc1ccc(N2C(=O)CN(C)C2=S)cc1	1	1	-14	-2	0.1	0	-1	1.4	1
CCOC(=O)N1CCN(C(=O)CCC2CCCC2)CC1	0	16	2	4	-0.3	19	5	0.4	11
CC1CCC2(CC1)NC(=O)N(CC(=O)NCc1cccs1)C2=O (configuration not stated)	0	27	7	4	0.6	-27	-5	0.6	-8
CN1C(=O)NC(c2ccccc2)C2=C1CN(CCc1ccccc1)C2=O (configuration not stated)	0	21	11	-1	-0.4	-7	-2	1.0	23
CC(C)(C)OC(=O)N1CCC(c2c(C(=O)NCc3ccccc3)cnn2-c2cccc(F)c2)CC1	1	-3	6	7	1.0	.	-5	.	15

Looked up above:
D2 antagonist with O=C(OCCCN=C1NS(=O)(=O)c2ccccc21)c1cccs1 stands at -5
D1 agonist with COCC(=O)NCCSc1c(C)[nH]c2ccccc12 stands at -1
D2 PAM with CC(C)(C)OC(=O)N1CCC(c2c(C(=O)NCc3ccccc3)cnn2-c2cccc(F)c2)CC1 stands at 6
TRHR ag with COc1cccc2c(=O)cc(C)n(CC(=O)Nc3ccccc3C)c12 stands at -0.7
D1 antagonist with O=C(CCCn1c(=O)c2ccccc2n(Cc2ccccc2)c1=O)NCc1ccco1 stands at 3
D1 PAM with Cc1cc(O)c(C(=O)/C=C/c2ccc(C(C)C)cc2)c(=O)o1 stands at -4

The list goes on.
SMILES	D1 agonist	RXFP1 antag	D2 PAM	D1 PAM	TRHR ag	D2 antagonist	TRHR PAM	D2 ag	D1 antagonist
CCC(C(=O)NCCc1ccccc1)n1nc(C)n2c(cc3sccc32)c1=O (configuration not stated)	1	-17	6	0	0.6	.	0	0.4	-1
Cc1ccc2oc(=O)n(CCNC(=O)Nc3ccccc3C)c2c1	1	.	-7	3	-1.2	.	2	-0.9	3
Cc1cccc(N(CC(=O)NCc2ccc3c(c2)OCO3)C(=O)CCC(=O)Nc2ccccn2)c1	1	0	-4	-2	-1.0	-4	19	-0.2	8
S=c1[nH]nc(Cc2cccs2)n1-c1ccccc1Cl	1	-15	-1	-1	-0.6	3	-5	0.3	1
CCCCC12CN3CC(C)(CN(C1)C3c1c(C)[nH]c(=O)[nH]c1=O)C2=O (configuration not stated)	0	-5	11	1	0.7	.	-4	-0.2	-7
COc1ccc(C(=O)N(Cc2nc(-c3ccc(C)cc3)no2)C(C)C)cc1OC	1	.	23	-2	-0.2	-10	0	-0.8	-18
N#C/C(=C\c1ccc(OCc2ccccc2)cc1)C(=O)Nc1nc2c(s1)CCN(Cc1ccccc1)C2	3	-15	9	5	0.1	-12	4	1.6	-27
COc1ccc(C2CC(c3ccccc3)=NN2C(=O)COC(=O)CNC(=O)c2ccccc2)cc1 (configuration not stated)	14	-13	1	-9	2.6	-4	6	5.9	1
COc1ccc(-c2noc(=O)[nH]2)cc1	5	-1	14	-4	0.6	-2	2	0.4	5
COc1ccc(N2CCN(C(=O)CC(NC(N)=O)c3cccc(Oc4ccccc4)c3)CC2)cc1 (configuration not stated)	1	-17	1	4	-2.5	19	0	-0.5	6
Cc1nnsc1NC(=O)OCc1ccc(Cl)cc1Cl	13	2	0	-7	1.4	11	-4	2.1	-33*
O=C(CN1C(=O)COc2ccccc21)NCCCN1CCN(Cc2ccccc2)CC1	0	-4	-16	-3	0.4	10	13	0.7	-8
Cc1ccc(CNC(=O)CN(c2ccc(C(C)C)cc2)S(=O)(=O)c2c(C)noc2C)cc1	7	4	-18	-2	-0.5	12	-4	12	2

Screens as filed in PubChem BioAssay.

An unsorted share of the library; overall some 7.3% were active at least once.
